APE1 inh: qHTS Assay for Inhibitors of the Human Apurinic/apyrimidinic Endonuclease 1 (APE1). recombinant APE1, TAMRA/BHQ-2 abasic DNA cleavage fluorescence. Potency, µM (highest dose often 65.8 µM), for the others: at the highest dose activity change, negative = inhibition, usual class: inhibitors. hit rate 0.35% among 350,000;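 note: potency is the fitted concentration of half-maximal effect; plate controls were vehicle for no effect and reference inhibitor for full effect; nearly all actives have a fitted effect of over 55% in size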
Target sequence (P27695 whole entry, looked up): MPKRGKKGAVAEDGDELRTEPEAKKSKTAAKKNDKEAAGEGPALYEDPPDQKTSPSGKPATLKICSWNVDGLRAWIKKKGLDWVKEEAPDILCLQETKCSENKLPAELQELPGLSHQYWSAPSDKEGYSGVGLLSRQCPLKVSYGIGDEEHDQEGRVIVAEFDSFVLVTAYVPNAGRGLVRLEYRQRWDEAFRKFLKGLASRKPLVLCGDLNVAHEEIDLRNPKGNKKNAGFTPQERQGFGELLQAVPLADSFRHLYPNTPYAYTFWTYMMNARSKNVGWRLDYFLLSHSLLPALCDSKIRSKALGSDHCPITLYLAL
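APE1 at 0.75 nM preincubated 15 min at room temperature with compound. Reaction then started with 50 nM double-stranded THF-abasic substrate labelled with TAMRA/BHQ-2, and 525/598 nm fluorescence read kinetically. Activity taken as third-minus-first read difference, normalized to DMSO and NSC13755 controls.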
Apoferritin bind: qHTS Assay for Identification of Novel General Anesthetics | Ferritin light chain (Equus caballus), P02791 | apoferritin/1-aminoanthracene competitive binding, fluorescence | Potency, µM (doses to about 77.5 µM), for the others: at the highest dose activity change, negative = displacement, actives largely listed as inhibitors | hit rate 0.074% among 350,000; note: potency is the fitted concentration of half-maximal effect; % is set by controls: 0 for no effect and ±100 for the full control effect; nearly all actives have a fitted effect of over 20% in size
Target sequence (P02791 2-175 limits assumed): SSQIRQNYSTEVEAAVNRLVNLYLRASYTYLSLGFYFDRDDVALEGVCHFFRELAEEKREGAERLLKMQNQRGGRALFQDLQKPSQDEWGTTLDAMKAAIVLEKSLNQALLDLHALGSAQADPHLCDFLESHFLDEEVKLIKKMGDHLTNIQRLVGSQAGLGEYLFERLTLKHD
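Horse-spleen apoferritin (10 uM) was mixed with 50% saturated 1-aminoanthracene in PBS, exposed to compounds for 10 min at room temperature, and read for fluorescence (ex 380 nm, em 535 nm). Competitive displacement was fitted with a four-parameter Hill equation.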
Pol kappa inh: qHTS for Inhibitors of Polymerase Kappa; hit rate 0.53% among 400,000; DNA polymerase kappa (Homo sapiens), Q9UBT6; purified Pol kappa, fluorescent DNA synthesis assay, 10 min; AID 588579, 2011; Potency, µM (doses to about 107 µM), for the others: at the top dose activity, negative = inhibition, most hits filed as inhibitors; note: potency is the fitted concentration of half-maximal effect; % is set by controls: 0 for no effect and ±100 for the full control effect
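10 nM Pol kappa was preincubated with compounds for 15 min at room temperature. Reaction started with 50 nM (final) substrate. Fluorescence read kinetically at 0 and 10 min.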
BLM helicase inh: qHTS Assay for Inhibitors of Bloom's syndrome helicase (BLM); Potency, µM (highest dose often 56.1 µM), for the others: at the top dose activity change, negative = inhibition, most hits filed as inhibitors; recombinant BLM DNA unwinding, fluorescence dequenching; hit rate 0.2% among 350,000;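 note: potency is the fitted concentration of half-maximal effect; plate controls were vehicle for no effect and no enzyme for full effect; nearly all actives have a fitted effect of over 35% in size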
Pol iota inh: qHTS for Inhibitors of Polymerase Iota | hit rate 1% among 390,000 | DNA polymerase iota (Homo sapiens), Q9UNA4 | Pol iota fluorescent replication assay, 10 min | AID 588590, 2011 | Potency, µM (highest dose often 115 µM), inactives show at the top dose activity, negative = inhibition, usual class: inhibitors; note: potency is the fitted concentration of half-maximal effect
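Fluorescent replication assay read twice, at 0 min and 10 min after adding 50 nM (final) substrate. Enzyme (10 nM) and compounds were first incubated 15 min at room temperature; enzyme-free buffer wells were negative controls.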
GRP78 ERSR act: qHTS for Inducers of the Endoplasmic Reticulum Stress Response (ERSR) in Human Glioma: qHTS; U87-MG GRP78 promoter luciferase reporter, 16 h; hit rate 0.02% among 420,000; AID 602332, 2012; Potency, µM, for the others: at the highest dose activation, usual class: activators; note: potency is the fitted concentration of half-maximal effect; series mostly up to about 76 µM; % of control where 0% means no effect; nearly all actives have a fitted effect of over 35% in size
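Stably transfected U87-MG human glioma cells carrying a GRP78-based luminescent sensor were seeded at 1000 cells/well, pin-dosed with compounds and incubated 16 h. Luciferase reagent was then added, and end-point luminescence was read after 10 min at room temperature.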
LDHA inh: qHTS assay for inhibitors of human lactate dehydrogenase; activity change, % (values are at about 110 or 230 µM); L-lactate dehydrogenase A chain (Homo sapiens), P00338; purified LDHA, NADH/diaphorase-resazurin fluorescence; hits give low values; hit rate 0.15% among 480,000; in the data active = activity change below about -30%; inconclusive = mostly about -25% to -30%;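 note: plate controls were DMSO wells for no effect and wells without enzyme for full effect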
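LDH5 2 nM; NADH 0.06 mM, pyruvate 0.2 mM; 200 mM Tris pH 7.4, EDTA, Tween-20; 5 min RT. Detection: diaphorase 0.133 mg/mL + resazurin 37 µM, fluorescence ex540/em590 at 0 and 20 min; normalized to enzyme-free and DMSO wells.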
Pol beta inh: qHTS Assay for Inhibitors of DNA Polymerase Beta | P06746 | Pol beta primer extension/strand displacement, fluorescence kinetic | Potency, µM (top dose mostly 114 µM), for inactives: at the top dose activity change, negative = inhibition, most hits filed as inhibitors | hit rate 1.3% among 340,000; note: potency is the fitted concentration of half-maximal effect; % is set by controls: 0 for no effect and ±100 for the full control effect
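Homogeneous kinetic assay of primer extension and strand displacement by 10 nM Pol beta, preincubated 15 min at room temperature with compound before 50 nM substrate (final) was added. Read at 0 and 10 min; four-parameter Hill fit.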
Pol eta inh: qHTS for Inhibitors of Polymerase Eta | hit rate 1.2% among 390,000 | Potency, µM (top dose mostly 114 µM), without a hit: at the highest dose activity change, negative = inhibition, hits mostly inhibitors | recombinant Pol eta, fluorescent DNA replication assay | DNA polymerase eta (Homo sapiens), Q9Y253; note: potency is the fitted concentration of half-maximal effect; % is set by controls: 0 for no effect and ±100 for the full control effect
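Fluorescent replication assay: 50 nM final substrate added after a 15 min room-temperature compound preincubation with 10 nM enzyme. Signal taken at 0 min and again at 10 min.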
Numbers without * were called inactive; & = joins results of further samples; [ ] = dose if it differs, or a comment. Unless noted, calls come from the whole dose curve; as a rule, active = well fitted curve in the direction sought with a large enough effect; inconclusive = small, poorly fitted or top-dose-only effect, or another doubt; inactive = no such curve, though single readings can be large; an effect the other way counts as inactive or inconclusive. A portion of the library (hit frequency here may not be typical).

Results for Cc1ccccc1NC(=O)OCc1cccnc1Oc1ccc(Cl)cc1 ?
APE1 inh: -4%; Apoferritin bind: 0%; Pol kappa inh: -3%; BLM helicase inh: -19%; Pol iota inh: 60%[activator]; GRP78 ERSR act: -1%; LDHA inh: -3; Pol beta inh: 3%; Pol eta inh: -5%

Results for COc1cc(OC)cc(-c2sc3ccc(OC)cc3c2-c2ccc3cc[nH]c3c2)c1 ?
APE1 inh: 5%; Pol kappa inh: -5%; Pol iota inh: 25%; GRP78 ERSR act: 1%; LDHA inh: 0; Pol eta inh: -14%

How did N#Cc1ccc(-c2ccco2)nc1SCc1ccccc1 do in these assays?
APE1 inh: -2%; Apoferritin bind: -19%; Pol kappa inh: -7%; BLM helicase inh: -11%; Pol iota inh: 4%; GRP78 ERSR act: -6%; LDHA inh: -4; Pol beta inh: 3%; Pol eta inh: -1%

Results for O=C(c1cnc2n(c1=O)CCS2)N1CCN(c2ccc(Cl)c(Cl)c2)CC1 ?
APE1 inh: -2%; Apoferritin bind: -15%; Pol kappa inh: 0%; BLM helicase inh: -5%; Pol iota inh: 5%; GRP78 ERSR act: -3%; LDHA inh: -3; Pol beta inh: 6%; Pol eta inh: -7%

What do the screens show for `Cc1cc2ncc(-c3ccccc3)nc2cc1C`?
APE1 inh: -6%&32%; Apoferritin bind: 1%&-20%; Pol kappa inh: -1%; BLM helicase inh: -6%; Pol iota inh: 10%; GRP78 ERSR act: -5%&-5%; LDHA inh: -7; Pol beta inh: 0%; Pol eta inh: -6%

What do the screens show for `O=[N+]([O-])/C=C1\C=CC=CN1Cc1ccc(Cl)cc1`?
APE1 inh: 11%; Apoferritin bind: 0%; Pol kappa inh: 0%; BLM helicase inh: -3%; Pol iota inh: -8%; GRP78 ERSR act: -5%; LDHA inh: -2; Pol beta inh: -1%; Pol eta inh: -8%

How did COc1ccc(OC)c(C2CC(=O)N3CN(c4ccc(C)c(Cl)c4)CSC3=C2C#N)c1 (stereo unspecified) do in these assays?
APE1 inh: -1%; Apoferritin bind: inconclusive; Pol kappa inh: -12%; BLM helicase inh: -6%; Pol iota inh: 19%; GRP78 ERSR act: -1%; LDHA inh: 6; Pol beta inh: 1%; Pol eta inh: -19%

How did Cc1cccc(N2CCN(C(=O)c3cc4c(=O)oc5ccccc5c4s3)CC2)c1C do in these assays?
Apoferritin bind: -8%; Pol kappa inh: -9%; BLM helicase inh: 0%; Pol iota inh: 11%; GRP78 ERSR act: 1%; LDHA inh: -11; Pol beta inh: 7%; Pol eta inh: -9%

Results for Cc1ccc(-c2nnc(SC(C)C(=O)NCC3CCCO3)nc2-c2ccc(C)cc2)cc1 (stereo unspecified) ?
APE1 inh: 0%; Pol kappa inh: -12%; Pol iota inh: 6%; GRP78 ERSR act: -2%; LDHA inh: 5; Pol eta inh: -14%

Results for Cc1ccccc1OCC(=O)N/N=C/c1ccccn1 ?
APE1 inh: -5%; Apoferritin bind: -11%; Pol kappa inh: -5%; BLM helicase inh: -4%; Pol iota inh: 12%; GRP78 ERSR act: 9%; LDHA inh: 0; Pol beta inh: inconclusive; Pol eta inh: 0%

What do the screens show for `C[C@@H]1CCC[C@@]2(O[C@H](CCO)C[C@@H](O)[C@@H]2O)O1`?
APE1 inh: 2%; Apoferritin bind: 0%; Pol kappa inh: 3%; BLM helicase inh: 1%; Pol iota inh: 40%[activator]; GRP78 ERSR act: 6%; LDHA inh: 1; Pol beta inh: -2%; Pol eta inh: -17%

How did O=C(CC1CC2CCC1C2)NCCc1ccc(Cl)cc1 (stereo unspecified) do in these assays?
APE1 inh: 35%; Apoferritin bind: -4%; Pol kappa inh: 3%; BLM helicase inh: -2%; Pol iota inh: 11%; GRP78 ERSR act: 6%; LDHA inh: 0; Pol beta inh: 81%; Pol eta inh: -18%

Of the compounds above, 2 have an aryl methoxy group:
Results for COc1cc(OC)cc(-c2sc3ccc(OC)cc3c2-c2ccc3cc[nH]c3c2)c1 ?
APE1 inh: 5%; Pol kappa inh: -5%; Pol iota inh: 25%; GRP78 ERSR act: 1%; LDHA inh: 0; Pol eta inh: -14%

How did COc1ccc(OC)c(C2CC(=O)N3CN(c4ccc(C)c(Cl)c4)CSC3=C2C#N)c1 (stereo unspecified) do in these assays?
APE1 inh: -1%; Apoferritin bind: inconclusive; Pol kappa inh: -12%; BLM helicase inh: -6%; Pol iota inh: 19%; GRP78 ERSR act: -1%; LDHA inh: 6; Pol beta inh: 1%; Pol eta inh: -19%

(more compounds)
What do the screens show for `CC(C)(C)OC(=O)N[C@H]1C=C[C@@H](OC(=O)CC(=O)OCC(F)(F)F)C1`?
APE1 inh: 8%; Pol kappa inh: 2%; Pol iota inh: 23%; GRP78 ERSR act: -1%; LDHA inh: -2; Pol eta inh: -20%

How did CCN(CC)c1ccc(/C=N/NC(=O)c2ccc([N+](=O)[O-])cc2)cc1 do in these assays?
APE1 inh: inconclusive; Apoferritin bind: -7%; Pol kappa inh: 0%; BLM helicase inh: -4%; Pol iota inh: -12%; GRP78 ERSR act: 4%; LDHA inh: -3; Pol beta inh: 1%; Pol eta inh: -13%

What do the screens show for `COCCCNC(=O)c1sc2nc(C)c(C(=O)Nc3ccc(C)cc3C)c(-c3ccc(Br)cc3)c2c1N`?
Apoferritin bind: 133%[activator]; Pol kappa inh: -9%; BLM helicase inh: -18%; Pol iota inh: -6%; GRP78 ERSR act: -2%; LDHA inh: -10; Pol beta inh: 18%; Pol eta inh: -6%

What do the screens show for `CCOC(=O)NNC1CC(=O)N(c2ccccc2)C1=O` (stereo unspecified)?
APE1 inh: 2%; Apoferritin bind: 1%; Pol kappa inh: -7%; BLM helicase inh: 0%; Pol iota inh: 13%; GRP78 ERSR act: -2%; LDHA inh: -9; Pol beta inh: 1%; Pol eta inh: -3%

How did Cc1ccc(S(=O)(=O)N2CCCC(C(=O)N3CCCc4ccccc43)C2)cc1 (stereo unspecified) do in these assays?
APE1 inh: -5%; Apoferritin bind: -14%; Pol kappa inh: -13%; BLM helicase inh: -1%; Pol iota inh: 0%; GRP78 ERSR act: -3%; LDHA inh: -20; Pol beta inh: 33%; Pol eta inh: 3%

What do the screens show for `S=C(NCC1CCCO1)Nc1ccccc1` (stereo unspecified)?
APE1 inh: 31%[activator]; Apoferritin bind: -2%; Pol kappa inh: 9%; BLM helicase inh: -2%; Pol iota inh: 8%; GRP78 ERSR act: -3%; LDHA inh: -5; Pol beta inh: 8%; Pol eta inh: -8%

What do the screens show for `COc1cc(NC(=O)C(=O)Nc2ccc3nc4n(c(=O)c3c2)CCCCC4)cc(OC)c1OC`?
APE1 inh: -3%; Apoferritin bind: 3%&1%; Pol kappa inh: -10%&-14%; BLM helicase inh: 0%&1%; Pol iota inh: 19%&36%; GRP78 ERSR act: -4%&-4%; LDHA inh: -5&-3; Pol beta inh: -3%&0%; Pol eta inh: -10%&-10%

How did CN1CCN(C(=O)CCN2C(=O)c3ccccc3C2=O)CC1 do in these assays?
APE1 inh: 3%; Apoferritin bind: 1%; Pol kappa inh: 7%; BLM helicase inh: -5%; Pol iota inh: 6%; GRP78 ERSR act: -2%; LDHA inh: 1; Pol beta inh: 12%; Pol eta inh: 9%

Results for CCN1CCc2[nH]c3ccccc3c2C1 ?
APE1 inh: -11%; Apoferritin bind: 2%; Pol kappa inh: 4%; BLM helicase inh: -1%; Pol iota inh: -29%; GRP78 ERSR act: -4%; LDHA inh: -1; Pol beta inh: 17%; Pol eta inh: -4%

How did CCOC(=O)N1CCN(C(=O)NC23CC4CC(CC(C4)C2)C3)CC1 do in these assays?
APE1 inh: 1%; Apoferritin bind: 25%; Pol kappa inh: -1%; BLM helicase inh: 0%; Pol iota inh: 13%; GRP78 ERSR act: -3%; LDHA inh: -4; Pol beta inh: 1%; Pol eta inh: -14%

Results for CC(=O)N1c2ccc(S(=O)(=O)N(C)CC(=O)Nc3cccc(C)c3)cc2CC1C (stereo unspecified) ?
APE1 inh: 53%[activator]; Apoferritin bind: -12%; Pol kappa inh: -2%; BLM helicase inh: -1%; Pol iota inh: 40%[activator]; GRP78 ERSR act: -5%; LDHA inh: -1; Pol beta inh: 43%; Pol eta inh: -6%

How did O=C(COC(=O)c1cnccn1)N=c1sccn1Cc1ccccc1Cl do in these assays?
APE1 inh: 1%; Pol kappa inh: -9%; Pol iota inh: 66%[activator]; GRP78 ERSR act: -5%; LDHA inh: -4; Pol eta inh: -7%

Results for CCOC(=O)COc1ccc(C(c2c(C)[nH][nH]c2=O)c2c(C)[nH][nH]c2=O)cc1 ?
APE1 inh: 16%; Apoferritin bind: -5%; Pol kappa inh: -17%; BLM helicase inh: -3%; Pol iota inh: inconclusive; GRP78 ERSR act: -2%; LDHA inh: -1; Pol beta inh: 27%; Pol eta inh: -10%

How did Cc1cccnc1NS(=O)(=O)c1cccc([N+](=O)[O-])c1 do in these assays?
APE1 inh: -1%; Apoferritin bind: 6%; Pol kappa inh: -15%; BLM helicase inh: 0%; Pol iota inh: 18%; GRP78 ERSR act: -1%; LDHA inh: -2; Pol beta inh: 5%; Pol eta inh: -17%

How did COc1ccc(C2c3cc(OC)c(OC)cc3CC(=O)N2c2ccc(C)cc2)cc1 (stereo unspecified) do in these assays?
Apoferritin bind: 3%; Pol kappa inh: 17%; BLM helicase inh: -2%; Pol iota inh: 5%; GRP78 ERSR act: -4%; LDHA inh: -3; Pol beta inh: 35%; Pol eta inh: -4%

Assay outcomes: PubChem, National Center for Advancing Translational Sciences (NCATS)
